Bioassay records: PubChem, National Center for Advancing Translational Sciences (NCATS)
Vif-APOBEC3G blk: blocks the Vif interaction with human APOBEC3G. 410,000 tested, 0.076% active. HeLa A3G-eYFP + Vif (tagged APOBEC3G with the HIV-1 protein that degrades it), YFP fluorescence, overnight. Q9HC16. Potency, µM (top dose mostly 46.1 µM), inactives show top-dose activity, negative = active, actives largely listed as inhibitors;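 further: potency means the concentration at half of the fitted maximal effect; on the % scale 0 is the no-effect control and ±100 the full control effect; nearly all actives have a fitted effect of over 60% in size; hits raise eYFP signal because A3G escapes Vif-driven loss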
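Read-out is eYFP fluorescence (Ex 488/Em 500-530) from Vif-expressing HeLa A3G-eYFP cells; more signal means A3G escaped Vif-mediated degradation. Cells plated overnight, compound pinned in, incubated overnight at 37 deg C.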
Glioma ERSR ind: ER stress response induction in glioma. U87-MG GRP78 promoter luciferase reporter, 16 h. Potency, µM, without a hit: at the top dose activation, hits mostly activators. 420,000 tested, 0.02% active; further: potency means the concentration at half of the fitted maximal effect; series mostly up to about 76 µM; % of control where 0% means no effect; nearly all actives have a fitted effect of over 35% in size
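Stably transfected U87-MG glioma cells carrying a GRP78-based luciferase sensor; 16 h compound incubation. Luminescence end-point read 10 min after Bright-Glo addition at room temperature.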
D1 ag: human D1 receptor agonism. P21728. HEK293 T-REx D1 cells, calcium flux, agonist mode. activation, % at 2 µM. 360,000 tested, 1% active; in the data active means activation above about 30%; further: 0% is about no effect
Target sequence (P21728 whole entry, looked up): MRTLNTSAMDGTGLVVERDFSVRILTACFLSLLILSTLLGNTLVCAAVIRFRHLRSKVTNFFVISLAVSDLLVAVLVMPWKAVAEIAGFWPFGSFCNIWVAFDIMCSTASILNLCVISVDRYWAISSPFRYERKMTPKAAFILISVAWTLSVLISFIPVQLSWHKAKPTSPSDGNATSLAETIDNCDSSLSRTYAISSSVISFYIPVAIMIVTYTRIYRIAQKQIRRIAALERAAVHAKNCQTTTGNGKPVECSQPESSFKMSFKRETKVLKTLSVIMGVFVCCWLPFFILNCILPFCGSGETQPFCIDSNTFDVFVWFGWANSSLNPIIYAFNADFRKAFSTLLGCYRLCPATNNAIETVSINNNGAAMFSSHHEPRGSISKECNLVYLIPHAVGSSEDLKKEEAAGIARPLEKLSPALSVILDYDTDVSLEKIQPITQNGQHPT
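Agonism was scored from calcium flux recorded over 180 s (1 read/s) after pintool compound addition, following a 10-cycle baseline. Cells were inducible force-coupled HEK293 TREx D1, plated overnight at 30 C and loaded with no-wash calcium dye.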
Vif-APOBEC3F blk: inhibitors of Vif-A3F interaction. HeLa A3F-eYFP + Vif (tagged APOBEC3F with the HIV-1 protein that degrades it), YFP fluorescence increase. Potency, µM (top dose mostly 46.1 µM), without a hit: at the top dose activity, negative = active. 390,000 tested, 0.2% active; further: potency means the concentration at half of the fitted maximal effect; % of control where 0% means no effect; nearly all actives have a fitted effect of over 65% in size
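HeLa cells stably expressing Vif plus C-terminally eYFP-tagged A3F were seeded, incubated overnight at 37 deg C, dosed with compound, incubated overnight again at 37 deg C. Yellow fluorescence (Ex 488/Em 500-530) reported blocked Vif-mediated A3F-eYFP degradation.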
D1 antagonist: human D1 dopamine receptor antagonism. AID 504652. activity change, negative = inhibition, % at 10 µM. P21728. HEK293 TREx D1 cells, calcium flux, dopamine EC80; active compounds read low. 360,000 tested, 3.2% active; in the data active means activity change below about -30%; further: on the % scale 0 is the no-effect control and ±100 the full control effect
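Cells carrying a force-coupled, tetracycline-inducible human D1 receptor report calcium flux. Each well gets a 10 s baseline, compound with 180 s monitoring, then an EC80 dopamine stimulus with a second 180 s kinetic read.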
RXFP1 agonist: agonists of human relaxin receptor RXFP1 | HEK293T-RXFP1 cAMP TR-FRET, 30 min; response scale: percent of porcine relaxin response, buffer zero | 370,000 tested, 0.3% active | Potency, µM (highest dose often 57.5 µM), without a hit: top-dose activation, actives largely listed as activators | Q9HBX9; further: potency means the concentration at half of the fitted maximal effect; on the % scale 0 is the no-effect control and ±100 the full control effect; nearly all actives have a fitted effect of over 60% in size; many of its hits are not listed in these tables
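HEK293 cells stably expressing RXFP1, treated 30 min at 37C with compounds plus PDE4 inhibitor Ro 20174; cAMP measured by HTRF TR-FRET. Normalized to buffer and 29 nM porcine relaxin; EC50 by Hill fit.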
RXFP1 antag: blocks the human relaxin receptor RXFP1. Q9HBX9. HEK293-RXFP1, relaxin-stimulated cAMP HTRF, 30 min; active compounds read low. activity change, negative = inhibition, % at 57.5 µM. 350,000 tested, 0.59% active. AID 1259400;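 active means activity change of -60% or lower, but not beyond a set lower limit; inconclusive means change between -60% and -40%, or beyond the set limit; inactive means change above -40%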; further: on the % scale 0 is the no-effect control and ±100 the full control effect
D2 PAM: positive allosteric modulators of human D2 dopamine receptor; P14416; HEK293 T-REx D2, calcium flux, EC20 dopamine potentiation; potentiation, % at 10 µM; 340,000 tested, 0.34% active; AID 485347;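 active means potentiation over 3 SD above the plate norm, cut at about 30% in these data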; further: 0% is about no effect
Target sequence (P14416 whole entry, looked up): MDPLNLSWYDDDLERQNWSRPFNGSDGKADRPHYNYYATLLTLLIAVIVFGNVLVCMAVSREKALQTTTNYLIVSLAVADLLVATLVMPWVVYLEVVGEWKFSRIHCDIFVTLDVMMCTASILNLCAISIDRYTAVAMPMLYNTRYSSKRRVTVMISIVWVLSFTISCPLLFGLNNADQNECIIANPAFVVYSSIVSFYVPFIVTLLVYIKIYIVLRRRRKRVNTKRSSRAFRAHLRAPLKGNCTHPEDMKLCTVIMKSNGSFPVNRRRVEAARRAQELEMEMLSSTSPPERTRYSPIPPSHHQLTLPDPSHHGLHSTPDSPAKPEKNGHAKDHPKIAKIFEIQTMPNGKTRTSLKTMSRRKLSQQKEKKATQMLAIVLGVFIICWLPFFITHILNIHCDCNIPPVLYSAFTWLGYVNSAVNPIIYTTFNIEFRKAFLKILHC
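Calcium flux readout, no-wash dye, 1 read/s. Inducible HEK293 Trex D2 line, overnight 30 C. Compound alone 180 s (agonist flags), then EC20 dopamine, another 180 s to score potentiation.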
D1 potentiator: human D1 dopamine receptor positive modulation. P21728. AID 504651. HEK293 TREx D1 cells, calcium flux, dopamine EC20 potentiation. potentiation, % at 10 µM. 360,000 tested, 0.036% active; in the data active means potentiation above about 30%; further: 0% is about no effect
* = called active by the depositor; ? = inconclusive; · = no result given. Unless noted, the call rests on the fitted dose curve; in most records, active means well fitted curve in the direction sought with a large enough effect; inconclusive means small, poorly fitted or top-dose-only effect, or another doubt; inactive means no such curve, though single readings can be large; an effect the other way counts as inactive or inconclusive. These rows are one share of the data, so the mix of outcomes need not match the whole.

SMILES	Vif-APOBEC3G blk	Glioma ERSR ind	D1 ag	Vif-APOBEC3F blk	D1 antagonist	RXFP1 agonist	RXFP1 antag	D2 PAM	D1 potentiator
O=C(O)CC/C(=N\NC(=O)c1ccncc1)c1ccccc1	0%	-2%	0	-6%	-2	-0.1%	-8	0	-6
O=C(Cn1cncn1)c1ccc(Cl)cc1	1%	2%	1	4%	8	0.0%	3	0	-6
O=C(/C=C/c1ccccc1)Nc1ccc(Br)cn1	?	-3%	3	-14%	6	3.3%	2	-5	-9
Cc1ccc(N2C(=O)CC2(C#N)c2ccc(OCc3ccccc3)cc2)cc1 (centres undefined)	-1%	0%	3	4%	10	1.6%	-4	-2	-2
CCOCc1c(C(=O)NC2=Nc3ccccc3NC(CC)=C2C(=O)OCC)oc2ccccc12	-3%	-2%	6	-8%	3	0.2%	7	-4	-4
COCCNC(=O)CSc1nc(-c2ccccc2)cs1	5%	4%	1	-10%	11	2.3%	1	2	-4
COC(=O)c1ccc2cn[nH]c2c1	0%	0%	·	-1%	·	·	-7	·	·
CCC(=O)N1CN(S(=O)(=O)c2ccc(C)cc2)CC1C (centres undefined)	-2%	-3%	2	-9%	11	0.8%	7	-9	-4
Cc1cc(=O)[nH]c(SCC(=O)N2CCN(C(c3ccccc3)c3ccccc3)CC2)n1	0%	2%	-1	0%	0	-1.2%	2	-2	8
O=C(COC(=O)c1cc(Br)ccc1O)NNC(=O)c1ccc(Cl)cc1	-4%	-3%	1	8%	0	0.4%	-16	3	4
CCOC(=O)c1cc(C)sc1/N=C/C1C(=O)CC(C)(C)CC1=O	-3%	-2%	-2	-24%	-6	6.1%	-8	-1	-8
COc1cccc(/C=C2\SC(=O)N(CC(=O)NCCCn3ccnc3)C2=O)c1	-4%	1%	1	0%	8	-2.2%	13	-4	-4
O=C(Nc1ccccc1)n1ccc(-c2ccc(-n3ccnc3)cc2)n1	·	·	8	·	-16	-0.5%	·	-2	-4
CC(C)CN(C(=O)C1CSC2(C)CCC(=O)N12)c1c(N)n(Cc2ccccc2)c(=O)[nH]c1=O (centres undefined)	1%	-5%	2	-6%	-6	1.0%	-2	-4	16
O=C(Nc1ccc2nc3n(c(=O)c2c1)CCCCC3)c1cc([N+](=O)[O-])ccc1F	-30%	-7%	1	1%	-6	-0.3%	2	9	7
COc1ccc(N(CC(=O)NCc2ccccc2Cl)S(=O)(=O)c2c(C)nn(C)c2C)cc1	2%	-2%	-1	-2%	-4	-1.1%	·	-3	0
Cc1onc(-c2ccccc2Cl)c1C(=O)NCc1ccc(S(N)(=O)=O)cc1	3%	-7%	1	-2%	-10	-0.6%	-3	-7	-9
Cc1nn(-c2cccc(C(F)(F)F)c2)c(Cl)c1/C=N/n1cnnc1	-3%	-2%	2	-6%	-15	3.7%	-15	4	0
CC(C)CC(=O)Nc1cccc(-c2nc3ncccc3o2)c1	0%	8%	2	8%	6	6.2%	-4	0	0
CCCCNc1c(-c2cccc(-c3cc(C(C)=O)cs3)c2)nc2cc(C)ccn12	-22%	-6%	0	2%	-19	-1.2%	·	10	0
CCCCCOc1ccc(C(=O)CCC(=O)Nc2ccc(NC(C)=O)cc2)cc1	2%	-3%	2	0%	-5	2.5%	9	3	-1
CC(Oc1ccc(F)cc1Br)c1nc2ccccc2c(=O)[nH]1 (centres undefined)	-6%	6%	2	-6%	-14	14%	-11	4	·
Cn1cc(/C=C2\SC(=O)N(c3ccc(O)cc3)C2=O)c2ccccc21	-14%	4%	7	?	-7	-2.0%	-14	8	1
CSc1ccccc1OCc1cc(C(=O)N(C)Cc2cc(C)[nH]n2)no1	-2%	3%	8	0%	-6	0.0%	4	11	-2
COc1ccc(C(=O)Nc2ccc(S(=O)(=O)N(Cc3ccccc3)c3ccccc3)cc2)cc1	4%	-3%	9	0%	-4	-1.2%	-9	2	0
COc1ccc(N(C(=O)c2ccco2)C(C(=O)NC2CCCC2)c2ccco2)cc1OC (centres undefined)	1%	-4%	6	1%	-5	0.3%	-17	3	·
CCOc1ccc(C(=O)NCC(c2cccs2)N(C)C)cc1 (centres undefined)	-1%	0%	13	4%	-3	-3.9%	0	-26	2
COc1ccc(OC(C)C(=O)NCc2cccnc2)cc1 (centres undefined)	0%	-2%	3	-9%	6	-0.3%	0	10	6
COC(=O)c1ccc(C(=O)OC)c(NC(=O)COC(=O)CCOc2ccc(C)cc2)c1	-6%	1%	2	?	0	0.1%	-30	7	0
Cc1cc(C(=O)COC(=O)c2ccc(N)c([N+](=O)[O-])c2)c(C)n1Cc1ccc2c(c1)OCO2	5%	4%	3	-7%	-5	-0.3%	-3	-1	1
O=C1c2cccc3cccc(c23)C(=O)N1CCN1CCN(C(=S)Nc2ccc(F)cc2)CC1	·	·	2	·	26	6.0%	·	7	5
CC(NC(=O)c1ccccc1)C(c1cccs1)N1CCOCC1 (centres undefined)	2%	-3%	0	3%	-12	1.9%	7	2	-4
CCCCCn1c(=O)[nH]c2cc(C(=O)Nc3cc(C)cc(C)c3)ccc2c1=O	5%	-2%	0	-5%	-7	-1.0%	·	2	1
COc1cc(C(=O)OCC(=O)Nc2cc(S(=O)(=O)N3CCOCC3)ccc2C)ccc1OCC(C)C	0%	4%	1	1%	-3	0.0%	10	-2	-7
CN(C(=O)C1CCCN(S(=O)(=O)c2cccc([N+](=O)[O-])c2)C1)C1CCS(=O)(=O)C1 (centres undefined)	2%	-3%	1	1%	-1	-0.3%	-2	-1	1
Cc1c(Cl)cccc1-n1nc(C)c2c(C)cc(=O)n(CC(=O)N3CCCc4ccccc43)c21	4%	-3%	3	0%	26	-0.2%	·	-10	-4
NC(=O)c1cnn2c1NC(c1ccc(F)cc1)CC2C(F)(F)F (centres undefined)	0%	-4%	1	5%	5	0.3%	6	17	-6
COc1cc2ncnc(NCCc3ccccc3)c2cc1OC	2%	-5%	13	-20%	-22	0.5%	6	-8	-2
COc1ccc([C@H]2CC(=O)C=C(/C=C/c3ccccc3)C2)cc1	-2%	-1%	7	-5%	3	-1.7%	·	0	-2
COC(=O)c1ccc(Oc2c(Cl)cccc2[N+](=O)[O-])cc1	-3%	-3%	4	-2%	7	1.9%	-3	8	-1
CCOc1ccc(S(=O)(=O)Nc2ccc(C(=O)N3CC(C)OC(C)C3)cc2)cc1 (centres undefined)	-10%	-2%	31*	-14%	2	0.0%	-14	7	4
Cc1nnsc1C(=O)Oc1ccccc1Cl	2%	-4%	-1	0%	-4	1.5%	5	-4	0
O=C(CSc1nnc(-c2ccccc2F)o1)Nc1ccccc1Cl	·	·	12	·	-2	7.7%	-6	7	-1
COCCc1nn2c(=O)cc(COC(=O)COc3ccc(F)cc3)nc2s1	1%	-4%	3	1%	-8	5.5%	-5	-2	0
CC(=O)c1cccc(N(CC(=O)NC2CCCC2)C(=O)c2csnn2)c1	1%	-3%	10	3%	-39*	1.4%	-9	2	·
CCCCN(C(=O)c1ccc(-c2ccc([N+](=O)[O-])cc2)o1)c1c(N)n(CC(C)C)c(=O)[nH]c1=O	-1%	-2%	4	?	-13	0.4%	1	-4	-5
C=C(Br)Cn1c(CCCC)nc2ccccc21	-2%	-8%	3	·	12	0.9%	-8	-2	9
CCOC(=O)c1cccc(NC(=S)NCc2ccc(C)cc2)c1	4%	3%	10	-3%	-15	-1.2%	8	-16	-7
O=C(NCCCCc1ccccc1)Nc1ccc(F)cc1	9%	6%	13	2%	-30	3.4%	4	-1	-4
COC(=O)CSc1nnc(CNc2ccc(OC)cc2)n1C	-5%	-3%	3	-2%	-9	-1.3%	-1	1	-5
O=C(Cn1c(=O)nc(-c2ccccc2)c2cc(Cl)ccc21)NCc1ccc(Cl)cc1	-10%	-1%	2	6%	7	5.0%	·	15	0
CCN=C1NN=C(c2c[nH]c3ccccc23)CS1	0%	-6%	0	1%	-16	-2.9%	10	·	5
O=C(NC1CC1)c1ccc(Cn2c(SCc3ccccc3F)nc3cccnc32)cc1	-6%	1%	13	-1%	12	7.6%	-13	9	-4
CNc1nc(N)nc(-c2cc(Cl)ccc2OC)n1	4%	-2%	-1	0%	-30*	0.0%	7	13	0
COc1c(Cl)cc(Cl)cc1C(=O)Nc1cccc2cccnc12	4%	-4%	-1	7%	10	-1.9%	·	1	-3
Cc1nnc(N(Cc2ccco2)C(=O)c2ccc(C#N)cc2)s1	1%	-3%	13	1%	-26	-0.1%	-7	-8	-7
COc1cc(C2NC(=O)NC(c3ccccc3)=C2C(C)=O)c(Br)c(Br)c1O (centres undefined)	-8%	-3%	3	-6%	22	-0.6%	24	1	0
CCCOc1ccc(/C(O)=C2/C(=O)C(=O)N(CCN(C)C)C2c2ccco2)cc1 (centres undefined)	1%	4%	2	-9%	-3	3.2%	-3	1	-1
CN(C)CCOc1nc(-c2ccccc2)nc2c1oc1ccccc12	5%	1%	20	-5%	21	-0.1%	-4	10	1
COc1ccc(Cc2nc3ccc(C(=O)NCc4ccccc4C)cc3o2)cc1	-24%	0%	19	-1%	-12	-1.5%	2	1	-2
COc1ccc(COC(=O)C2=C(C)NC(=O)NC2c2cccc(OC)c2OC)cc1 (centres undefined)	2%	-5%	0	7%	6	-0.6%	-8	-1	-2
O=C(N/N=C/c1ccc(F)cc1)c1ccc(Br)cc1	-6%	-3%	5	-2%	1	2.0%	-11	-9	-3

Four compounds already listed, ordered by length of the SMILES, rising.
SMILES	Vif-APOBEC3G blk	Glioma ERSR ind	D1 ag	Vif-APOBEC3F blk	D1 antagonist	RXFP1 agonist	RXFP1 antag	D2 PAM	D1 potentiator
CNc1nc(N)nc(-c2cc(Cl)ccc2OC)n1	4%	-2%	-1	0%	-30*	0.0%	7	13	0
COc1c(Cl)cc(Cl)cc1C(=O)Nc1cccc2cccnc12	4%	-4%	-1	7%	10	-1.9%	·	1	-3
O=C(NC1CC1)c1ccc(Cn2c(SCc3ccccc3F)nc3cccnc32)cc1	-6%	1%	13	-1%	12	7.6%	-13	9	-4
COc1ccc(COC(=O)C2=C(C)NC(=O)NC2c2cccc(OC)c2OC)cc1 (centres undefined)	2%	-5%	0	7%	6	-0.6%	-8	-1	-2
